Bioassay records deposited in PubChem by several laboratories.
GAA850 FXN act: FXN promoter activators, primary screen, cell-based, luciferase luminescence, HEK293 lucGAA850; HEK293 lucGAA850 FXN promoter luciferase reporter, 24 h; percent of 10 µM SAHA response; activation, % at 6 µM; hit rate 0.56% among 360,000; AID 540364, 2011;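 active = activation above the average of all compounds screened plus 3 SD, cutoff fixed separately per campaign, cut at about 7.5% in these data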;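 also: 0% = DMSO wells and 100% = 10 µM SAHA wells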
HGIII-sPLA2 inh: human group III sPLA2 inhibitors, primary screen, biochemical, QFRET, BODIPY PC-A2 liposome substrate. Group 3 secretory phospholipase A2 (Homo sapiens), Q9NZ20. QFRET BODIPY PC-A2 liposome hydrolysis, fluorescence. inhibition, % at 12.2 µM. hit rate 0.56% among 370,000. AID 743126, 2013;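 active = inhibition above mean plus 3 SD of compounds lying within the high and low control bounds, cut at about 19% in these data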;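 also: 0% = median of test compound wells and 100% = no enzyme DMSO wells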
Tn6 DDE FP: inhibitors of Tn6 peptide binding to fibrin DD(E), primary screen, biochemical, fluorescence polarization, human fibrin, Tn6 probe | inhibition, % at 8.3 µM | Fibrin DD(E) TRITC-Tn6 fluorescence polarization displacement | Fibrinogen beta chain (Homo sapiens), P02675 | hit rate 0.21% among 370,000 | AID 720509, 2013;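 active = inhibition above a per-campaign cutoff: mean of compounds within control limits plus 3 SD, cut at about 15% in these data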;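 also: 0% = median of all compound wells on the plate and 100% = blocking peptide control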
ASAP1 inh: inhibitors of human ASAP1 ArfGAP activity, primary screen, biochemical, fluorescence polarization. Arf-GAP with SH3 domain, ANK repeat and PH domain-containing protein 1 (Homo sapiens), …. ASAP1-stimulated ARF1 GTP hydrolysis, GDP FP detection. inhibition, % at 16.5 µM. hit rate 0.19% among 360,000; in the data active = inhibition above about 25%;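 also: 0% = vehicle with enzyme and substrate and 100% = no enzyme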
Target sequence (Q9ULH1 325-724 limits assumed): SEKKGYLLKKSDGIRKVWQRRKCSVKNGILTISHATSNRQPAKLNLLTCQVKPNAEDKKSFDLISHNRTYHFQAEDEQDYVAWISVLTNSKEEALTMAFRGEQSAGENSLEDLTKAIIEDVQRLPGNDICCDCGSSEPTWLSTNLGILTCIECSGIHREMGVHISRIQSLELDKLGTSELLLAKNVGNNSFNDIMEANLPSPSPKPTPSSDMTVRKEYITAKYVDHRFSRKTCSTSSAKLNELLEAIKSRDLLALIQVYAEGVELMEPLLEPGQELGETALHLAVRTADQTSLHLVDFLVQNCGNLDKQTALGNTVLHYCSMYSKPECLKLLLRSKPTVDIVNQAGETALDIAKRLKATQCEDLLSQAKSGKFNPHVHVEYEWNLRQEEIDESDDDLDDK
KLK7 zymogen act: proKLK7 zymogen activators, primary screen, biochemical, fluorescence intensity; Kallikrein-7 (Homo sapiens), P49862; purified proKLK7, EDANS-DABCYL substrate fluorescence; 100% is mature enzyme control, 0% vehicle; activation, % at 7 µM; hit rate 0.9% among 370,000;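 active = activation above the mean of all tested compounds plus 3 SD, computed per campaign excluding outliers beyond control limits, cut at about 13% in these data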
Target sequence (P49862 whole entry, looked up): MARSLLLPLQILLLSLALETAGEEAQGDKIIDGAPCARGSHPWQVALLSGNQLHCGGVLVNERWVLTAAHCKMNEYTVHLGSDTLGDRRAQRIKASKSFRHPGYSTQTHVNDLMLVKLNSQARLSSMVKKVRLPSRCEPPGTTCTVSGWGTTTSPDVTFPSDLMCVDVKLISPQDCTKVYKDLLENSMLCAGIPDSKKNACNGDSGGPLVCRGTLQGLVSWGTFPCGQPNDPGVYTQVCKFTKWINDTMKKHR
ADAM10 inh: human ADAM10 inhibitors, primary screen, biochemical, QFRET, HTS. Disintegrin and metalloproteinase domain-containing protein 10 (Homo sapiens), O14672. AID 720582, 2013. recombinant ADAM10, EDANS/DABCYL FRET peptide cleavage, 3 h. hit rate 0.62% among 370,000. inhibition, % at 7 µM;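 active = inhibition above a per-campaign cutoff equal to the mean of compounds falling between control-based bounds plus 3 SD, cut at about 20% in these data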;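 also: 0% = DMSO wells while the 100% control is not disclosed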
NPR1 activator: GC-A stimulated cGMP production enhancers – HEK293 GC-A cells, cGMP TR-FRET, EC30 ANP, primary screen; Atrial natriuretic peptide receptor 1 (Homo sapiens), P16066; AID 1671463, 2021; 0% at EC30 ANP, 100% saturating ANP; hit rate 0.14% among 370,000; activation, % at 10 µM; in the data active = activation above about 40%
rCAG binder: binders of r(CAG) RNA repeats, primary screen, biochemical, fluorescence; r(CAG) RNA repeat, TO-PRO-1 dye displacement fluorescence; inhibition, % at 3 µM; hit rate 1.3% among 370,000; AID 651821, 2012;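 active = inhibition above the plate cutoff, the mean of all test compounds on that plate plus 3 SD, cut at about 35% in these data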;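 also: 0% = DMSO alone and 100% = 100 µM mitoxantrone as full dye displacement; higher means more dye released from RNA so lower well fluorescence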
GC-B act: human GC-B receptor activators, primary screen, HEK293 GC-B cells, cGMP TR-FRET, EC30 CNP. hit rate 0.11% among 370,000. Atrial natriuretic peptide receptor 2 (Homo sapiens), P20594. activation, % at 10 µM. 0% at EC30 CNP, 100% saturating CNP;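 active = activation at 10 µM reaching about 35% in either raw or pattern-adjusted values, limit read from the data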
ARFGAP1 inhibitor: inhibitors of rat ARFGAP1 GAP activity, primary screen, biochemical, fluorescence polarization, GDP tracer; ADP-ribosylation factor GTPase-activating protein 1 (Rattus norvegicus), Q62848; Arfgap1-stimulated ARF1 GTP hydrolysis, GDP FP detection; inhibition, % at 16.5 µM; hit rate 0.26% among 360,000; AID 651572, 2012;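 active = inhibition above a per-plate limit, mean inhibition of low control wells plus 3 SD, cut at about 25% in these data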;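 also: 0% = DMSO wells with enzyme and 100% = wells lacking Arfgap1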
Target sequence (Q62848 1-136 limits assumed): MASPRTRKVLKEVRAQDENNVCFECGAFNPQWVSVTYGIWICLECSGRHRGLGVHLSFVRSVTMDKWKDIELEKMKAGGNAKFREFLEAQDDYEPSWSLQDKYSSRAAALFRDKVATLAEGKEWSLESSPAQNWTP
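Assay system: Rat Arfgap1 GAP domain (His6, aa 1-136), purified enzyme | Buffer or medium: HEPES 25 mM pH 7.5, NaCl 150 mM, MgCl2, DTT | Schedule: GTP hydrolysis reaction 2 h at 25 °C | Signal: FP of antibody-bound GDP Alexa 633 tracer, ex 620/em 688 nm | Measure: Percent inhibition of Arfgap1-stimulated GTP hydrolysis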
An asterisk follows results filed as active; i = inactive; . = no result given.

SMILES	GAA850 FXN act	HGIII-sPLA2 inh	Tn6 DDE FP	ASAP1 inh	KLK7 zymogen act	ADAM10 inh	NPR1 activator	rCAG binder	GC-B act	ARFGAP1 inhibitor
Cc1ccc(NC(=S)N(CCN2CCOCC2)Cc2cc3cc4c(cc3[nH]c2=O)OCCO4)cc1	1.5	-8	1	7	2.3	-207	2	-1	2	8
C=CCc1cccc2cc(C(=O)N3CCN(c4ccccn4)CC3)c(=O)oc12	2.7	0	1	1	-0.5	1	4	-3	0	5
CCOC(=O)c1ccc(NC(=O)NCc2cccnc2)cc1	3.5	-3	5	5	-0.4	-2	-3	-3	-1	0
CCCn1c(SCC(=O)Nc2ccc(S(=O)(=O)N3CCOCC3)cc2)n[nH]c1=O	-0.2	5	-8	13	0.1	-13	1	0	9	-4
O=c1c2c(nc(NCCO)n1CC1CCCCC1)-c1ccccc1CC21CCCC1	-1.0	-5	-7	1	-12	-416	1	-1	3	0
O=C(CN(C(=O)CNC(=O)c1cccs1)c1ccccc1)NC1CCCCC1	-0.6	-6	-12	12	-0.8	2	-4	-3	1	-1
Cc1ccc(NC(=O)CN(C)C(=O)CNC(=O)c2ccc3c(c2)OCO3)cc1	0.6	1	2	0	-0.1	-2	0	-2	-4	-13
O=S(=O)(Nc1nc2ccccc2nc1NCC1CCCO1)c1cc(Cl)ccc1Cl (stereo not drawn)	0.3	-52	-1	-9	1.1	-28	0	71*	-2	-7
COc1cc(C#Cc2c(-c3cncn3C)n(C)c3ccc(-c4cnc(OC)nc4)cc23)cc(OC)c1	2.3	-27	0	0	-11	-63	13	74*	-9	3
COc1ccccc1CN(C)S(=O)(=O)c1cccs1	0.2	-3	9	-15	-0.5	-5	-1	0	-3	6
COc1ccc(-c2cc3ccc(F)cc3cn2)cc1	3.9	-4	1	-4	0.5	-81	4	-3	-5	13
CC1CN(Cc2nc3c(c(=O)[nH]c(=O)n3C)n2CCCc2ccccc2)CC(C)O1 (stereo not drawn)	-5.5	-6	4	-7	-0.2	-46	-1	-7	-3	-8
O=C(NCCO)c1cccc(-c2cc(Nc3ccc(OC(F)(F)F)cc3)ncn2)c1	.	-18	-9	-2	-1.9	-55	-7	3	7	2
O=C(O)C1CCCCC1C(=O)NCCc1ccc(Cl)cc1 (stereo not drawn)	-0.2	8	-4	11	-0.6	-2	0	-3	6	5
Cc1ccccc1N1CCN(C2CCCN(C(=O)CSc3ccccn3)C2)CC1 (stereo not drawn)	0.1	4	-5	-1	9.8	-64	-4	1	6	2
COc1cc(C(=O)N2CCCCCCC2)ccc1OC1CCN(C(C)=O)CC1	3.2	7	4	-4	-0.2	-5	2	-9	1	5
COCc1cc(C)nc(SCC(=O)NCc2ccco2)c1C#N	1.6	-5	-8	2	0.2	-8	-2	-1	-2	7
CNC(=O)C(=O)NCC1OCCN1S(=O)(=O)c1ccc([N+](=O)[O-])cc1 (stereo not drawn)	1.5	-5	-7	1	-0.2	6	6	6	5	-12
O=C(c1ccc2c(c1)N(Cc1ccc(F)cc1)CCS2)N1CCOCC1	-0.8	8	0	-6	12	-290	0	-7	4	6
O=S(=O)(Nc1ccccc1)c1ccc(Oc2ncc(C(F)(F)F)cc2Cl)cc1	-0.4	-28	-1	6	0.5	29*	3	2	-3	1
Cc1ccccc1N1CCN(S(=O)(=O)c2nnc(NC(=O)c3ccc(F)cc3)s2)CC1	-0.8	0	3	-9	-0.4	-1	0	3	3	4
CCOc1ccc2nc(NCCNC(=S)NCCCN(C)C)c(C#N)cc2c1	2.8	15	0	12	10	-150	5	4	-2	0
CC(C)n1c(CN(C)c2ccccc2)nc2ccccc21	0.6	-2	1	-16	-1.5	1	-7	-2	3	-5
C=CCn1cc(/C=C2/NC(=O)NC2=O)c2ccccc21	1.5	19	-2	-1	0.0	-6	-3	5	-16	-5
CCCCn1c(SCc2ccc(Cl)cc2)nc2c1c(=O)[nH]c(=O)n2C	8.9*	-1	-6	4	0.5	10	-9	-1	-14	-3
O=C1C(Cl)=C(O)C2(Cl)C(Cl)=C(Cl)C12Cl (stereo not drawn)	1.1	-7	0	12	-0.7	-1	2	3	-2	-4
O=[N+]([O-])c1ccccc1S(=O)(=O)Nc1cccc(-c2ccc(N3CCCC3)nn2)c1	0.7	-11	2	-11	-0.8	-2	-1	36*	-1	-1
CC1CC(C)(C)NCCNC(C)CC(C)(C)NCCN1 (stereo not drawn)	0.5	3	4	-1	-1.0	-5	1	-1	5	-5
CCN(CC)c1ccc(S(=O)(=O)N2CCCCC2)cc1NC(=O)C1CSC2(C)CCC(=O)N12 (stereo not drawn)	0.1	5	-3	1	0.5	-1	-1	2	3	0
Cc1ccc(C(=O)Cn2cnc3ccccc3c2=O)cc1	2.1	-5	1	-15	0.1	2	-1	-3	-2	12
Cc1ccc(C(=O)N2CCN(C3CCCCC3)CC2)s1	1.2	-4	-5	11	0.3	1	0	-4	1	-11
c1cc(-c2ccc(N3CCOCC3)cc2)n2ccnc2c1	4.3	14	-1	-5	79*	i	-10	-1	-3	-2
CS(=O)(=O)N1Cc2cc(C(=O)NCC3CC3)nc(-c3cccc(-c4cccnc4)c3)c2[C@H]1CCO	.	4	0	0	0.3	9	-5	0	-2	1
COc1ccc(/C=N/OCC(=O)Nc2nc3ccccc3s2)cc1OC	4.3	-3	-7	-2	0.5	1	0	0	1	-1
CC(C)OC(=O)C(CC(=O)O)NCc1ccccc1 (stereo not drawn)	-0.3	0	-5	-4	-1.2	-1	-1	3	-2	-10
COc1ccc(-c2cn(Cc3ccc(C(=O)NCc4ccc(C)cc4)cc3)c(C(C)N)n2)cc1 (stereo not drawn)	0.2	3	-8	5	-2.4	-26	-6	0	-6	16
CC(C)(C)NC(=O)C(c1ccccc1)N(C(=O)C1CSC(=O)C1)c1ccccc1 (stereo not drawn)	2.7	10	9	-2	-0.7	2	-10	-6	0	12
Cc1ccccc1N1CCN(CCCN2C(=O)CC(=C(c3ccccc3)c3ccccc3)C2=O)CC1	-1.9	-20	0	10	0.0	5	-3	3	-9	-5
C=CCc1ccc(OCCN2CCc3ccccc3C2)c(OC)c1	1.5	-2	3	3	-0.1	0	-3	-11	-3	5
CCn1cnc2c(NCc3cccnc3)nc(C#N)nc21	.	0	-10	.	.	-8	2	.	-3	.
COc1ccc(S(=O)(=O)Nc2c(C)n(C)n(-c3ccccc3)c2=O)cc1	1.0	-4	-4	16	-0.4	-3	2	-1	0	9
Cc1cc(C(=O)Nc2nnc(C3CC3)s2)c(C)s1	3.6	-4	0	15	-0.1	-6	0	2	-1	11
NC(=O)C1CCN(CC(=O)Nc2ccc(S(=O)(=O)N3CCOCC3)cc2)CC1	1.4	0	7	5	0.1	-7	-2	2	2	6
COc1ccc(NC(=O)Nc2ccon2)c(OC)c1	1.6	1	1	2	0.2	-6	3	-1	0	3
O=C(NC1CCCCC1)c1ccc(N2CCCC2=O)cc1	3.6	-1	-2	-11	-1.0	8	-2	-2	0	-2
COc1ccc(Nc2nc(N3CCCCC3)c3ccccc3n2)cc1	0.0	9	12	-1	0.2	-7	-4	1	-9	0
CCOc1ccccc1NC(=O)CN(c1ccc(OC)cc1)S(=O)(=O)c1c(C)noc1C	-4.1	-22	-4	0	0.6	-4	-6	4	-5	9
CN1CCC(C)(C(=O)Nc2cccc(Oc3ccccc3)c2)C1 (stereo not drawn)	-1.4	-16	0	7	-0.3	-4	-4	2	-8	13
Cc1ccc(C(O)(CNCc2ccccc2)c2ccccc2)cc1 (stereo not drawn)	-1.6	-10	-3	-2	-0.4	2	-58	-4	-15	2
COc1ccc(-n2c(SCC#N)nnc2-c2cccnc2)cc1	-0.5	6	8	4	-0.5	-6	1	-2	1	-4
Cc1ccc2nc(NC(=O)c3ccccc3F)sc2c1	-0.4	-13	-1	3	5.9	-124	10	7	-8	-2
Cc1cc([N+](=O)[O-])nn1CC(=O)NCc1nc2ccccc2[nH]1	-0.6	0	-4	-6	0.3	-2	2	0	-3	9
COC(=O)Nc1nc2ccc(C(=O)c3cccs3)cc2[nH]1	0.8	13	-14	-6	0.8	-12	-5	5	-13	12
COc1ccc(OCc2nnc3n2N=C(c2ccc(C)cc2)CS3)cc1	0.7	-28	-2	3	0.2	-3	-1	-5	-8	-5
Cc1cc(OCC(=O)NCC2CCC(C(=O)O)CC2)c2c(C)cc(=O)oc2c1 (stereo not drawn)	1.6	0	1	1	0.4	-105	1	-1	-9	0
O=C(NCC(c1ccco1)N1CCCC1)c1ccc(S(=O)(=O)Nc2ccc(F)cc2)cc1 (stereo not drawn)	-1.1	-18	-1	6	-0.3	-3	6	4	0	-3
O=C(NC1CCN(Cc2ccccc2)CC1)c1cc(Br)c(Br)[nH]1	-0.4	-2	8	-7	0.0	-4	-13	-4	-3	6
CC(=O)NC(Cc1c[nH]c2ccccc12)C(=O)NCCc1ccccc1 (stereo not drawn)	1.8	-14	7	-25	-0.1	0	0	-1	-5	3
CCOc1ccc(S(=O)(=O)N2CCOCC2)cc1NC(=O)CSCC(=O)Nc1ccc(C)cc1	1.1	-1	1	-2	-0.7	-3	0	-3	-1	-3
Cn1c2c(c(=O)n(C)c1=O)CN(CCN1CCNCC1)CN2	1.7	5	3	-14	0.3	3	4	1	6	1
COc1ccc(CNC(=O)Nc2nc(C(N)Cc3ccc(C(F)(F)F)cc3)cs2)cc1 (stereo not drawn)	-0.6	-3	-4	0	0.4	0	-8	10	-12	-1
COc1ccc(N2CCN(S(=O)(=O)CCNC(=O)C3CC(=O)N(c4ccccc4)C3)CC2)cc1 (stereo not drawn)	-0.8	-1	4	4	0.1	-2	5	2	1	4
O=[N+]([O-])c1ccc(Nc2nc(N/N=C\c3ccc4c(c3)OCO4)nc(N3CCCCC3)n2)cc1	-3.3	-2	-10	15	-0.8	-1	-2	10	5	14

Random draw from the library; overall some 4.5% were active at least once.
